Runt-SMMHC FRET = blocks binding of human RUNX1 Runt domain to CBFb-SMMHC | Q01196+Q13951 | Cerulean-Runt/Venus-CBFb-SMMHC FRET ratio 530/480, 1 h | inhibition, % at 20 µM | 220,000 tested, 0.74% active | AID 1434;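 active means mean inhibition across duplicate retests at 20 µM reaching about 50%, limit read from the data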;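 further: 0% = DMSO wells and 100% = wells with excess untagged CBFb-SMMHC; inhibitors lower the FRET ratio by blocking Runt binding to CBFb-SMMHC; some results filed as inactive read as strong as hits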
Target sequence (Q01196 whole entry, looked up, the tested form may be a part): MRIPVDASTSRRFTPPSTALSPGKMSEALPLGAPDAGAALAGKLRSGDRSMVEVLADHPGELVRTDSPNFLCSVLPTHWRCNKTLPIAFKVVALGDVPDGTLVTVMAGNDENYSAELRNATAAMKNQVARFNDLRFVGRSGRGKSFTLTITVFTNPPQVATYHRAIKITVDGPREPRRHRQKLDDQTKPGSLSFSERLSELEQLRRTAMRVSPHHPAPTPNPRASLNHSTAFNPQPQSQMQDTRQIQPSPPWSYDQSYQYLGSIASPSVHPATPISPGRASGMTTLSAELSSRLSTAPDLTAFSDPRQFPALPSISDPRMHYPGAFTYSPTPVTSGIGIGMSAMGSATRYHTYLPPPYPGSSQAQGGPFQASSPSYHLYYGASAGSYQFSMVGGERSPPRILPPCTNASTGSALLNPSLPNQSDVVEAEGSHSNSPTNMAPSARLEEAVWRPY
Target sequence (Q13951 whole entry, looked up, the tested form may be a part): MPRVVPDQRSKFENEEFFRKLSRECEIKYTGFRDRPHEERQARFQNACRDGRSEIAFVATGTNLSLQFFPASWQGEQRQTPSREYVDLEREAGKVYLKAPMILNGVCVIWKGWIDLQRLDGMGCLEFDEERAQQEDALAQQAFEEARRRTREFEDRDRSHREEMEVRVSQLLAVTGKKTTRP
TRPML3 agonist = human mucolipin-3 channel agonism; 220,000 tested, 0.29% active; activation, % at 3 µM; HEK293 TRPML3-YFP, Fluo-8 calcium fluorescence; 100% = the carbachol control signal;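 active means activation above its plate's cutoff, the mean activation of the plate's test wells plus 3 SD, cut at about 12% in these data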;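 further: 0% = DMSO only wells and 100% = carbachol wells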
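Material: HEK293 cells stably carrying human TRPML3-YFP; compound dosing: single dose, 3 µM final nominal compound, 0.3% DMSO final; incubation: 1-h 37 °C dye load, 5-s basal, 120-s post-compound reads; technique: Fluo-8 intracellular calcium fluorescence, excitation 470-495 nm, emission 515-575 nm; read-out basis: percent activation from peak-to-basal fluorescence ratio, scaled between DMSO and carbachol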
PPC-1+TRAIL kill = kills PPC-1 cancer cells in the presence of TRAIL; AID 1443; PPC-1 cells + TRAIL, ATPLite viability luminescence; cell killing (% activity), % at 4 µM; 220,000 tested, 0.41% active;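 active means cell killing above 50% in the first pass at 4 µM, then a duplicate retest at 5 µM averaging 50% or more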;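 further: plate controls were cells with TRAIL plus DMSO for no effect and medium-only wells lacking cells for full effect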
Mdm2 ligase inh = Mdm2 E3 ligase (human) inhibition; 210,000 tested, 0.11% active; cell-based MDM2 ubiquitination luciferase reporter, 2 h; 0 = plate control, 100 = twice control, blank-subtracted; signal enhancement, % at 5 µM; Q00987;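 active means signal enhancement of 30% or more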;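 further: luminescence tracks abundance of the self-degrading MDM2-luciferase fusion protein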
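Timing – 2 h compound exposure at 37 °C · Assay system – mammalian cells stably expressing self-ubiquitinating, self-degrading MDM2 E3–luciferase fusion · Amount – 2000 cells seeded into each well · Measure – % luminescence enhancement versus blank-corrected plate control mean · Measured by – SteadyLite luminescence, 15 min reagent step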
CHOP inhibitor = blocks CHOP induction under ER stress; inhibition, % at 10 µM; 220,000 tested, 3.8% active; CHO-K1 CHOP-promoter luciferase, tunicamycin-induced, 15-18 h;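 active means compounds that reduced the stress-induced luciferase reporter signal by more than about 70% of percent inhibition, limit read from the data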;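 further: 0% = tunicamycin plus vehicle and 100% = wells without tunicamycin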
EBV gp42 block = blocks Epstein-Barr virus glycoprotein 42 binding; inhibition, % (tested at 21.74 µM); Fluorescence polarization binding assay, mP read-out; Q1HVG2; 220,000 tested, 0.42% active; AID 1085; in the data active means inhibition above about 50%
TNF death inh = inhibitors of TNF-alpha induced necroptosis in Jurkat FADD-/- cells. Jurkat FADD-/- TNF necroptosis rescue, ATP luminescence, 24 h; 0 = TNF only, 100 = no-TNF cells. activation (protection from cell death), % at 10 µM. 220,000 tested, 0.068% active;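 active means activation, meaning protection from cell death, of at least 50% relative to plate controls; inactive means activation below 50%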;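 further: necroptosis triggered by 40 ng/mL TNF-alpha added together with compound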
TRPN1 ag = zebrafish TRPN1 (NompC) channel agonism; HEK293 zebrafish TRPN1-YFP, Fluo-8 calcium fluorescence; 100% = response to 87 µM carbachol; activation, % at 3 µM; AID 1424; 220,000 tested, 0.18% active;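 active means activation above its plate's cutoff, the mean activation of test wells on that plate plus 3 SD, cut at about 19% in these data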;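 further: 0% = DMSO alone and 100% = 87 µM carbachol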
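Assay system: Zebrafish TRPN1-YFP in HEK293 cells | Incubation: Dye loading 1 h at 37 °C, then 30 min room temperature | Measured by: Kinetic Fluo-8 fluorescence, ex 470-495, em 515-575 nm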
p47phox inh = blocks human p47phox regulatory protein of NADPH oxidases; 220,000 tested, 0.53% active; p47phox/p22phox peptide binding, fluorescence polarization, 2 h; inhibition, % at 24.7 µM;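 active means inhibition above about 30%, limit read from the data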;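 further: 0% = p47phox with labelled peptide and 100% = labelled peptide alone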
Target sequence (P14598 whole entry, looked up): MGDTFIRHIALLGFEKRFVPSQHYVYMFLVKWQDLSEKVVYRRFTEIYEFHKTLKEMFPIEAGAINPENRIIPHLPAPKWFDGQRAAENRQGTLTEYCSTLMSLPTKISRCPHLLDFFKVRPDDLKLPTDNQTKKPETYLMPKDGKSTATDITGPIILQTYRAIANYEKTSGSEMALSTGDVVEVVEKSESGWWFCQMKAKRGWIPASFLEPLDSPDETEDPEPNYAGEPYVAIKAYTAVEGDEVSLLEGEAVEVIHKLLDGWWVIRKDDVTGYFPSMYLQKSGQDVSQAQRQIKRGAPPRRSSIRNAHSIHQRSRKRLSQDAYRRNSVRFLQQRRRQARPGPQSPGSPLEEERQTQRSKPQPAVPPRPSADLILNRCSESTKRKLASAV
An asterisk follows results filed as active; i = inactive; . = not tested or not shown; [ ] = remark or other dose.

canonical_smiles	Runt-SMMHC FRET	TRPML3 agonist	PPC-1+TRAIL kill	Mdm2 ligase inh	CHOP inhibitor	EBV gp42 block	TNF death inh	TRPN1 ag	p47phox inh
O=C(/C=C/c1ccc([N+](=O)[O-])cc1)NCCSc1ccccc1	-8	-1.8	10	-8	21	-18	-5.4	-0.6	-12
O=S(=O)(Nc1nccs1)c1ccc2c(c1)OCCO2	2	0.9	9	-11	5	-2	0.4	0.9	-3
N#C/C(=C\c1ccccc1)C(=O)NC(=O)Oc1ccccc1	29	1.6	9	-10	0	4	0.8	-0.4	5
COc1ccc(CCNC(=O)C2CCN(S(=O)(=O)c3cccs3)CC2)cc1OC	-2	1.2	22	-4	-5	8	0.4	0.0	-2
S=c1[nH]cc(-c2ccccc2)[nH]1	-2	-0.5	12	.	-14	-21	-0.7	0.1	-8
Cc1ccc(C)c2nc3sc(C(=O)N4CCCc5ccccc54)c(N)c3cc12	6	0.3	-8	-16	-5	142*	-5.6	0.3	6
O=C1c2ccccc2-c2onc3ccc(NCc4ccco4)c1c23	i	2.3	6	-23	34	130*	-18	1.6	-235
CC(C)CC(c1nnnn1CC1CCCO1)N1CCN(C2CCCC2)CC1 (centres undefined)	1	1.2	8	11	15	-16	2.3	0.0	-9
COc1cc(C(=S)N2CCCCC2)ccc1OCC(=O)N1CCCC1	-3	0.3	16	-12	2	-9	-1.2	-1.1	-5
Fc1cc(F)cc(NC(=S)NN2CCOCC2)c1	-1	1.1	13	-1	-1	-9	1.0	1.9	-11
c1ccc(N2CCN(Cc3ccsc3)CC2)nc1	0	0.1	1	-11	16	-25	1.6	0.7	-12
CCOc1ccccc1OCC(=O)NNC(=S)NC1CCCCC1	2	0.0	-11	-6	1	-1	0.3	1.0	-10
COc1ccc(CNC(=O)c2n[nH]c3ccccc23)cc1OC	11	1.0	8	-7	12	-6	0.3	1.4	7
COc1ccc(C(=O)/C=C/C(=O)N(CC(=O)NC2CCCCC2)Cc2cccs2)c(O)c1	2	-0.1	18	-15	108*	1	-12	0.0	8
O=C(Nc1ccccc1C(=O)N/N=C/c1ccncc1)c1ccccc1	2	1.1	80*[5 µM]	-62	-7	-1	-12	4.2	-13
CC(=O)Nc1ccc(NC(=O)C23CC4CC(C2)CC(n2cnc(Br)n2)(C4)C3)cc1	-5	1.1	14	-11	-1	-7	0.0	1.1	1
C=CCc1cc(/C=C/c2nc(O)c([N+](=O)[O-])c(=O)[nH]2)cc(OC)c1O	80*	0.5	16	-19	-3	6	0.5	0.0	-27
Cc1ccc([N+](=O)[O-])cc1-c1[nH]c(-c2ccc(O)c(O)c2)nc1-c1ccccc1	4	-0.2	13	1	29	26	-6.5	-0.7	-19
O=c1oc2ccccc2c(Nc2cc3ccccc3cc2O)c1[N+](=O)[O-]	-9	-0.4	30	-10	2	-12	-5.9	-0.4	1
O=C(Nc1ccccc1N1CCCCC1)c1ccc(-c2cccc(Cl)c2)o1	2	0.7	20	-5	-4	-2	1.5	0.1	-19
Cc1ccc2ncccc2c1NS(=O)(=O)c1ccccc1	7	0.8	12	-17	82*	-53	-0.4	0.5	-8
CCOC(=O)C1(CCC(C)C)CC(CSc2nc3ccccc3[nH]2)OC1=O (centres undefined)	3	-0.6	20	-7	89*	-7	-0.7	-1.1	-17
COc1cc(-c2ccc(NC(=O)c3ccc(C)cc3)c(OC)c2)ccc1NC(=O)c1ccc(C)cc1	2	0.0	-15	-3	7	-21	-0.1	0.8	-11
CCCn1c(O)c(N=N)c2ccccc21	4	0.5	15	-18	25	-12	-0.1	-0.6	-6
O=C(Nc1ccccc1N1CCCCC1)c1ccc2nccnc2c1	0	-0.6	-3	-29	79*	-9	-7.7	-1.4	-13
COC(=O)C1(CCSC)NC(c2ccc(O)cc2)C2C(=O)N(c3ccc4c(c3)OCCO4)C(=O)C21 (centres undefined)	2	0.6	4	-10	23	-8	-3.9	1.6	0
CCC1Oc2ccccc2N(CC(=O)Nc2ccc(OC)cc2OC)C1=O (centres undefined)	1	-0.7	-3	-14	9	-6	0.4	-0.6	-2
Nc1nnc(SCC(=O)OCC(=O)Nc2ccc(Br)cc2)s1	0	0.3	-4	-7	-11	-15	1.4	0.7	0
COc1ccc(CN2CCN(C(=O)CC(C)C)CC2)cc1OC	-5	0.9	-1	6	19	-18	-2.7	1.4	-3
O=[N+]([O-])c1ccc(C2=Nn3c(Cn4nnc5ccccc54)nnc3SC2)cc1	0	1.1	-1	-10	-19	-22	0.9	1.4	-8
Cc1ccc(S(=O)(=O)N2CCCC2C(=O)NC2CCCCC2)cc1 (centres undefined)	1	1.4	-16	-6	-5	-10	-3.8	0.5	-9
O=C1CC2C(=O)NCCN2C(=NC(=O)c2ccc(Cl)cc2)N1 (centres undefined)	1	0.7	-16	-3	-1	-9	1.4	-0.1	0
CN(C)CCCN(Cc1ccc2c(c1)OCO2)C(=O)NC1CCCCC1	1	0.5	6	-12	14	1	2.8	0.5	-7
CCN1CCCC(NC(=O)c2cc([N+](=O)[O-])ccc2OC)C1 (centres undefined)	-2	0.4	7	-8	25	-14	1.7	1.5	6
CSC1=NC(C)(C)CC2(C)Nc3ccccc3N12 (centres undefined)	25	4.8	27	-4	43	-6	-0.8	7.5	2
COc1cc(OC)c(OC)cc1NC(=O)CC1COc2ccccc2O1 (centres undefined)	-2	-0.2	3	.	11	-15	-0.8	0.2	-17
COc1ccc(C(=O)NCC(=O)OCC(=O)Nc2cc([N+](=O)[O-])ccc2F)cc1	2	0.3	.	-2	1	-4	-0.1	0.1	-9
Cc1ccc(-c2ccc(=O)n(CCC(=O)NCc3ccccn3)n2)cc1	1	0.0	10	-13	6	-17	-1.4	-1.1	-7
COc1ccc(C(=O)Nc2ccc(S(=O)(=O)NC(C)=O)cc2)cc1	0	0.2	1	1	-45	-2	-0.2	0.4	3
COc1ccc(CNc2nc3ccccc3n2Cc2ccc(C)cc2)cc1OC	-1	-0.4	-9	-15	37	-1	1.4	0.3	-7
Cc1ccc(N2CC(C(=O)N3CCN(C(=O)c4ccco4)CC3)CC2=O)cc1 (centres undefined)	-4	0.8	8	8	40	-10	-0.9	-1.2	-14
O=C(NCc1ccccc1)c1cc(=O)c2ccccc2o1	2	0.4	-2	-12	20	-15	0.0	0.6	-11
CCCc1cc(-c2nc(-c3ccc(Cl)cc3)cs2)ccn1	-1	0.0	11	-13	19	-7	-1.3	-2.4	-15
CCC(=O)Oc1ccc2c(C)cc(=O)oc2c1C(=O)CC	-1	-0.4	24	-16	10	-10	-2.1	-2.6	-2
CC(C)(C)OC(=O)N1CCN(C(=O)c2cccnc2Cl)CC1	-1	0.8	-4	-10	-2	-6	0.5	1.9	-7
COc1ccccc1C(c1nnnn1Cc1ccccc1)N1CCN(c2nc3ccccc3s2)CC1 (centres undefined)	2	1.6	-11	-12	40	4	-0.7	0.9	-11
N#C/C(=C\c1cn[nH]c1-c1ccc(Cl)cc1)C(=O)NC1CC1	1	0.5	17	-6	-13	-20	1.2	2.6	-7
Cc1ccc(C(=O)Oc2ccccc2N2CCOCC2)cc1	0	0.5	13	-14	11	-23	0.9	-0.5	-19
O=C(CN1CCC(NC(=O)Cc2ccccc2)CC1)Nc1ccccc1Br	1	1.6	10	-25	1	-21	3.5	4.3	-8
O=C(NCc1ccc(Cl)cc1)c1ccc(N2CCCC2=O)cc1	2	1.2	6	-18	0	-15	2.6	2.0	-18
CCN1CCN(C(=O)c2cc(COc3ccc4ncccc4c3)on2)CC1	-3	4.6	2	-16	23	13	-3.2	8.3	-5
CC(C)c1ncc(C(O)c2cccc3ccccc23)n1C (centres undefined)	0	0.6	-7	-1	-11	-13	0.4	0.6	-11
O=C(Nc1ncnc2sc3c(c12)CCC3)c1ccco1	1	0.0	15	1	-8	-17	-3.1	-0.7	-5
CC1(C)CC(=O)C(N=Nc2ccc3ncsc3c2)=C(O)C1	-14	0.8	25	-18	-11	-18	-2.3	1.3	-3
CCCCOC(=O)Nc1nnc(CCc2ccccc2)s1	1	0.1	-27	-28	41	5	1.2	0.2	2
CC(=O)NCCNC(=O)CCNC(=O)c1ccc(Cl)cc1	2	0.5	-15	-9	30	-19	0.5	0.9	-6
CNC(=S)NNC(=O)c1sc2cc(C(F)(F)F)cnc2c1-c1cccnc1	-4	1.1	10	-7	-2	-6	-0.1	0.0	-12
O=C(Nc1cccc(S(=O)(=O)N2CCCC2)c1)c1ccc2c(c1)OCO2	3	1.4	-8	-14	1	7	-2.7	4.3	-4
Cc1nnc(SCc2cc(=O)[nH]c(/N=C(\N)Nc3ccccc3Sc3ccccc3)n2)s1	-1	0.5	2	-8	22	6	-3.2	0.9	0
Cc1cccc(NC(=O)N(Cc2cc3cc(C)cc(C)c3[nH]c2=O)CC2COCCO2)c1 (centres undefined)	-1	0.6	-14	-5	30	-5	2.5	-0.7	5

Later entries.
canonical_smiles	Runt-SMMHC FRET	TRPML3 agonist	PPC-1+TRAIL kill	Mdm2 ligase inh	CHOP inhibitor	EBV gp42 block	TNF death inh	TRPN1 ag	p47phox inh
S=C1NCCNC(=S)NCCOCCN1	0	-0.8	11	8	0	-11	-0.3	-0.1	-3
CC(=O)NC1(c2nnnn2CCOC(=O)Nc2ccc(Cl)cc2)CCCC1	1	0.2	.	-35	1	-4	-0.5	-0.4	-3
COc1ccc2c(c1)c(CC(=O)Nc1ccc(C(C)=O)cc1)c(C)n2C(=O)c1ccc(Cl)cc1	-4	0.4	26	-30	0	-33	5.1	1.3	-56
Cc1ccc(NC(=O)C(Nc2cccc(C)c2)c2ccccc2)cc1 (centres undefined)	-4	-0.5	9	-12	4	-37	3.2	-0.3	-10
CC(c1ccccc1)c1nnc(NC(=O)c2ccc3c(c2)OCO3)s1 (centres undefined)	-2	0.8	12	-11	-26	-22	-5.7	0.5	-5
Cc1cccc(N2CCN(C(=S)Nc3ccc4nc(N5CCN(C)CC5)cc(C)c4c3)CC2)c1C	-4	0.5	.	2	105*	-1	-15	1.2	44*
CCOP(=O)(c1ccccc1)c1nc(-c2ccccc2Cl)oc1N1CCCCC1 (centres undefined)	12	-0.6	30	0	42	-1	-2.6	-0.9	-6
CCOc1cccc(-c2nn(-c3ccccc3)cc2/C=C(/C#N)C(=O)NCCCn2ccnc2)c1	-29	-0.1	19	-4	95*	-3	2.4	-1.2	9
